Source: PubChem BioAssay (The Scripps Research Institute Molecular Screening Center)
PAFAH1B2 inh = inhibitors of human PAFAH1B2 | P68402 | recombinant PAFAH1B2, FP-rhodamine activity probe, fluorescence polarization | inhibition, % at 3.39 µM | 340,000 tested, 1.2% active | AID 492953;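 active = inhibition above the mean of all tested compounds plus 3 SD, cut at about 24% in these data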;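 also: 0% = enzyme with DMSO and 100% = wells lacking PAFAH1B2; many of its hits are not listed in these tables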
Target sequence (P68402 whole entry, looked up): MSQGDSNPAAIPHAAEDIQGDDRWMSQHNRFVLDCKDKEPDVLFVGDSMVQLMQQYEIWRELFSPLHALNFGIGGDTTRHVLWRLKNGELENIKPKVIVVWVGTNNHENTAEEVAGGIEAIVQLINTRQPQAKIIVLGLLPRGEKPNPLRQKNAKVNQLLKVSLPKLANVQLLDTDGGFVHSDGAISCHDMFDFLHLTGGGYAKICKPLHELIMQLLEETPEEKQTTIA
PAFAH1B3 FP inh = blocks human PAF acetylhydrolase 1B catalytic subunit 3; recombinant PAFAH1B3, FP-rhodamine probe, fluorescence polarization; 340,000 tested, 0.28% active; inhibition, % at 3.39 µM;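 active = inhibition above the screen-wide average of all tested compounds plus 3 SD, cut at about 25% in these data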;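 also: 0% = enzyme with DMSO only and 100% = wells lacking PAFAH1B3 protein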
Target sequence (Q15102 whole entry, looked up): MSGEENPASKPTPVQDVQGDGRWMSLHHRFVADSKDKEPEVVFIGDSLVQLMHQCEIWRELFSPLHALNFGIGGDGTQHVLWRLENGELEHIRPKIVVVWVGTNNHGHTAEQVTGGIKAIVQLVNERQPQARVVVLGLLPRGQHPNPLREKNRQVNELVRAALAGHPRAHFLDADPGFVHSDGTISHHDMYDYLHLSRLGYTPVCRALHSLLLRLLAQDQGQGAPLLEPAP
PAFAH2 FP inh = inhibitors of human PAFAH2. AID 492956. recombinant PAFAH2, FP-rhodamine activity probe, fluorescence polarization. 340,000 tested, 0.99% active. inhibition, % at 3.39 µM;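 active = inhibition above the mean over all tested compounds plus 3 SD, cut at about 30% in these data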;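 also: inhibitors block probe labeling of enzyme so polarization drops; 0% = enzyme with DMSO and 100% = wells lacking PAFAH2 protein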
The depositor's hits bear a star.

PAFAH1B2 inh	PAFAH1B3 FP inh	PAFAH2 FP inh	canonical_smiles
3.7	7.3	-2.6	CCCCn1c(N)c(N(CCC(C)C)C(=O)c2ccccc2-n2cnnn2)c(=O)[nH]c1=O
2.1	9.3	2.5	O=c1cc(N2CCC3(CC2)OCCO3)[nH]c(=O)n1-c1ccc(Br)cc1
2.4	5.1	5.0	CCOC(=O)c1c(C)nsc1NC(=O)c1ccco1
3.5	8.2	-0.1	CCCSc1nc2c([nH]1)c(=O)n(C)c(=S)n2C
7.4	26.6*	45.0*	Cc1nc2c(=O)[nH]c(=S)[nH]c2[nH]c1=O
9.8	2.2	4.6	Cc1cc(C(=O)C(C(c2ccccc2)N2CCOCC2)N2CCOCC2)ccc1Cl (stereo not drawn)
2.4	6.1	0.1	COc1ccc(CCN(C)C(=O)c2cc(-c3ccccc3)nc3ccccc23)cc1OC
28.5*	4.4	12.6	NC(=O)c1ncn([C@@H]2O[C@H](CNCc3cc(Cl)ccc3OCc3ccc(Cl)cc3)[C@@H](O)[C@H]2O)n1
7.3	-4.2	-0.6	CCC/C(C)=C/c1ccc(CC)cn1
6.1	12.7	14.1	O=C(COc1ccccc1Cl)N1CCNC1=O
10.5	-0.3	0.7	CCc1c(Cl)nc(N)nc1Nc1ccccc1Cl
3.9	-4.8	-3.4	O=C(CCNC(=O)c1ccc(Br)cc1)Nc1ccc(S(=O)(=O)N2CCCCC2)cc1
4.0	2.9	2.5	Cc1cc(C)c(CC(=O)c2ccccc2)c(C)c1
-0.9	-3.5	7.2	CN(CC(=O)NCCc1ccc(F)cc1)CC(=O)Nc1ccc(F)c(F)c1F
1.4	-4.3	1.5	CC1(C)CC(NC(=O)c2ccccc2NS(=O)(=O)c2ccc(Br)cc2)CC(C)(C)N1
-1.8	-0.5	-1.6	Cc1ccc(S(=O)(=O)N2CCCCC2)cc1NC(=O)Cn1cnc2c1c(=O)n(C)c(=O)n2C
0.0	3.8	-6.9	O=C(O)c1ccccc1NCc1ccsc1
1.2	-3.1	1.3	O=C(CC(O)c1ccccc1)Nc1ccccn1 (stereo not drawn)
2.1	2.9	0.7	O=C(OCc1nnc(-c2ccc([N+](=O)[O-])cc2)o1)C1CCN(C(=O)c2ccc(Cl)cc2)CC1
6.6	9.2	-9.2	CC(=O)Nc1ccc2c(c1)C(N1CC3CCC(CC3)C1)c1ccccc1-2 (stereo not drawn)

Compound profiles, as listed above. Screens in order: PAFAH1B2 inh, PAFAH1B3 FP inh, PAFAH2 FP inh
Listed for `O=C(O)c1ccccc1NCc1ccsc1` = 0.0, 3.8, -6.9
Listed for `CN(CC(=O)NCCc1ccc(F)cc1)CC(=O)Nc1ccc(F)c(F)c1F` = -0.9, -3.5, 7.2

New compounds follow
PAFAH1B2 inh	PAFAH1B3 FP inh	PAFAH2 FP inh	canonical_smiles
4.0	7.1	-1.8	CCCN(CC(=O)Nc1ccccc1OC)CC(=O)c1c(N)n(Cc2ccccc2)c(=O)n(C)c1=O
7.2	5.0	1.5	COc1ccc(CNC(=O)C(C)Sc2ccc(S(=O)(=O)N3CCOCC3)cn2)cc1 (stereo not drawn)
5.7	0.1	-3.0	O=C1C=C(c2ccccc2)CO1
1.8	2.2	1.1	CC(C)Cc1ccc(C(C)/C=C2/CCC(CN3CCCCC3)C2=O)cc1 (stereo not drawn)
-0.1	3.0	9.6	COc1cc(NC(=O)Cn2ncc(Cl)c(Cl)c2=O)c(C)cc1[N+](=O)[O-]
4.1	-2.4	5.8	CC(=O)c1ccc(OCC(=O)NC2CCCN(Cc3ccccc3F)C2)cc1 (stereo not drawn)
4.8	7.4	3.4	N#C/C(=C/c1ccc(N2CCOCC2)o1)C(=O)Nc1ccccc1
3.8	12.9	3.3	CCC(C)(C)c1ccc(Oc2ccc(N)cc2)cc1
-1.4	6.0	3.6	COc1ccc2[nH]c(C(=O)N3CCNCC3)cc2c1OC
6.0	4.1	0.6	CCOc1ccc(C2c3[nH]c4ccccc4c3C[C@H]3C(=O)N(C4CCN(Cc5ccccc5)CC4)CC(=O)N23)cc1OC (stereo partly drawn)

Reformatted as labelled records: four of the compounds above
Molecule: COc1ccc(CNC(=O)C(C)Sc2ccc(S(=O)(=O)N3CCOCC3)cn2)cc1 (stereo not drawn)
  PAFAH1B2 inh: 7.2
  PAFAH1B3 FP inh: 5.0
  PAFAH2 FP inh: 1.5
Molecule: O=C1C=C(c2ccccc2)CO1
  PAFAH1B2 inh: 5.7
  PAFAH1B3 FP inh: 0.1
  PAFAH2 FP inh: -3.0
Molecule: CC(C)Cc1ccc(C(C)/C=C2/CCC(CN3CCCCC3)C2=O)cc1 (stereo not drawn)
  PAFAH1B2 inh: 1.8
  PAFAH1B3 FP inh: 2.2
  PAFAH2 FP inh: 1.1
Molecule: COc1cc(NC(=O)Cn2ncc(Cl)c(Cl)c2=O)c(C)cc1[N+](=O)[O-]
  PAFAH1B2 inh: -0.1
  PAFAH1B3 FP inh: 3.0
  PAFAH2 FP inh: 9.6

Later entries.
PAFAH1B2 inh	PAFAH1B3 FP inh	PAFAH2 FP inh	canonical_smiles
1.2	2.9	-3.9	CCN(CCn1cccn1)C(=O)c1cc(COc2cc(C)ccc2C)on1
5.5	6.8	-1.3	COc1ccc(/C(C#N)=C/c2cccnc2)cc1
-6.3	-0.9	-3.6	CC(C)CN(C(=O)c1cc(Cl)nc2ccccc12)C1CCS(=O)(=O)C1 (stereo not drawn)
7.5	0.5	3.2	O=C1NC(=O)C2(CCCC2C(=O)O)N1 (stereo not drawn)
3.2	-0.3	0.1	COc1ccc(NC(=O)CN(C)C(=O)CCSc2ccc(F)cc2)cc1
-3.3	3.1	3.7	O=c1c2ccccc2sc2c(CO)ccc(NCCN3CCCCC3)c12
-6.2	-2.9	-8.5	CC(C)(C)OC(=O)N(Cc1ccccc1)Cc1ccc(OCc2cccc(NC(=O)C3CC3)c2)cc1
0.4	1.4	-4.7	Cc1ccccc1NC(=O)CSc1nc2ccc(Nc3nc(N4CCOCC4)nc(N4CCOCC4)n3)cc2s1
4.1	11.3	10.9	COc1ccc(NC(=O)NNC(=O)C(C)Oc2ccc3ccccc3c2)cc1 (stereo not drawn)
2.9	2.4	-8.8	CC(C)C[C@@H](CNCC(=O)[C@H](CC(C)C)NC(=O)c1[nH]cnc1C(=O)N[C@@H](C)CN)NC(=O)c1nc[nH]c1C(=O)N[C@@H](CC(C)C)C(=O)O
4.6	2.6	7.8	N#Cc1ccccc1S(=O)(=O)N1CCC(C(=O)Nc2cccc(C(=O)NC3CC3)c2)CC1
2.6	3.2	4.2	CCC(C)Nc1nc(N)c([N+](=O)[O-])c(NCc2ccccc2)n1 (stereo not drawn)
1.5	2.0	-4.5	Cc1ccc(C)c(NS(=O)(=O)c2ccccc2C)c1
3.6	9.3	6.7	Cc1ccc2[nH]c(=O)c(CN(CCN3CCOCC3)C(=O)Nc3ccccc3F)cc2c1
1.1	-2.6	-7.7	C[C@]12CCC(=O)C=C1C=CC1C2CC[C@@]2(C)C1CC[C@@]21CCC(=O)O1 (stereo partly drawn)
27.9*	35.7*	72.0*	O=C(O)c1cccc(-n2cccc2/C=C2/NC(=O)N(c3ccc(Cl)cc3)C2=O)c1
-0.6	-2.5	-0.7	Cc1cccc(N2CC(C(=O)OCC(=O)c3c(N)n(CC(C)C)c(=O)n(C)c3=O)CC2=O)c1C (stereo not drawn)
4.5	6.4	1.3	O=C(/C(=N/O)c1ccccc1)c1ccccc1
0.5	3.3	1.9	O=c1[nH]c(=O)c2[nH]c(=S)n(-c3ccccc3)c2[nH]1
11.1	5.3	7.2	CC(CNC(=O)CN(C)CC(=O)Nc1ccccc1Br)c1ccccc1 (stereo not drawn)
3.0	5.7	1.7	CCc1ccc(NC(=O)NC2CCCCCCC2)cc1
1.4	5.0	1.4	S=C(Nc1ccc(Cl)cc1)Nc1ccc2c(c1)OCCO2
8.2	4.9	-2.1	Oc1ccc(-n2nnnc2SCc2ccccc2Br)cc1
11.4	11.1	-2.2	CC(C)(C)C(=O)N1CCC2CC1c1cc(Cl)ccc12 (stereo not drawn)
3.0	7.4	4.1	COc1ccc(C(=O)N(c2ccccc2)c2nccc3ccccc23)cc1OC
7.4	11.7	13.3	CCOC(=O)C1=C(O)/C(=C/c2ccc(-c3ccccc3C(=O)O)o2)SC1=Nc1ccc(C)cc1
1.1	5.8	-0.6	CCCn1c(SCC(=O)c2ccc3c(c2)OCCO3)nc2c1c(=O)n(C)c(=O)n2C
31.9*	7.9	3.8	CC1=CC(=NNS(=O)(=O)c2ccc([N+](=O)[O-])cc2)CC(C)(C)C1
-0.7	7.7	4.5	Cc1cccc(C(=O)NC(C(=O)Nc2ccc(S(=O)(=O)Nc3nccs3)cc2)C(C)C)c1 (stereo not drawn)
11.3	4.7	6.7	CCN(C(=O)CSc1nnc(-c2ccccc2F)n1N)c1c(N)n(Cc2ccccc2)c(=O)[nH]c1=O
3.1	-1.6	-4.2	C=C1C(=O)C23CCC4C(C)(C(=O)OC)CCCC4(C)C2CCC1(O)C3 (stereo not drawn)
6.1	0.4	3.9	COc1ccc(NC(=O)/C(Cl)=C(/Cl)S(=O)Cc2ccc(Cl)cc2)cn1 (stereo not drawn)
1.5	5.7	5.8	Cc1c(C(=O)N2CCN(C3CCS(=O)(=O)C3)CC2)oc2ccc(Cl)cc12 (stereo not drawn)
-3.6	-1.5	-9.0	COc1ccc2c(c1OC)C(=O)N1C2SC[C@H]1C(=O)NC1CC(C)(C)NC(C)(C)C1 (stereo partly drawn)
4.5	5.1	0.2	O=C(CSc1nncs1)Nc1cc(S(=O)(=O)N2CCOCC2)ccc1N1CCCC1
1.9	5.5	-6.6	CN(C)c1nc2c(N)ncnc2n1[C@H]1O[C@@H](CO)[C@H](O)[C@@H]1O
-10.3	-8.7	-13.2	Cc1ccc(NC(=O)c2ccc(Cl)c(S(=O)(=O)N3CCc4ccccc43)c2)nc1
-1.7	-1.1	8.7	CC(Sc1nnc(C2CC2)n1-c1ccccc1)C(=O)N1CCNC1=O (stereo not drawn)
5.6	2.2	14.4	COC(C[C@@H](O)C[C@H](O)[C@@H](C)OCc1ccccc1)OC
11.0	10.1	8.7	O=[N+]([O-])c1ccc(/C=N/N=C/c2ccc([N+](=O)[O-])o2)o1
6.8	10.7	0.1	C=C(C)C(=O)Nc1nnc(-c2ccccc2C)s1

Some values from above.
In PAFAH1B3 FP inh, O=C(CSc1nncs1)Nc1cc(S(=O)(=O)N2CCOCC2)ccc1N1CCCC1 has 5.1
In PAFAH1B2 inh, C=C1C(=O)C23CCC4C(C)(C(=O)OC)CCCC4(C)C2CCC1(O)C3 (stereo not drawn) has 3.1
In PAFAH1B3 FP inh, COc1ccc2c(c1OC)C(=O)N1C2SC[C@H]1C(=O)NC1CC(C)(C)NC(C)(C)C1 (stereo partly drawn) has -1.5
In PAFAH1B2 inh, Cc1c(C(=O)N2CCN(C3CCS(=O)(=O)C3)CC2)oc2ccc(Cl)cc12 (stereo not drawn) has 1.5
In PAFAH2 FP inh, CN(C)c1nc2c(N)ncnc2n1[C@H]1O[C@@H](CO)[C@H](O)[C@@H]1O has -6.6
In PAFAH1B3 FP inh, COC(C[C@@H](O)C[C@H](O)[C@@H](C)OCc1ccccc1)OC has 2.2

Not all compounds are listed, so the mix of outcomes need not match the whole.
